CCHF vOTU inh = CCHFV vOTU protease inhibition. inhibition, % at 11.5 µM. Pep-AMC fluorescence. 370,000 tested, 0.55% active. AID 651958; further: 0% = vehicle wells with enzyme and 100% = no enzyme wells
Mtb BioA inh = blocks M. tuberculosis BioA enzyme activity; purified M. tuberculosis BioA enzyme, plate reader; inhibition, % at 9.99 µM; 360,000 tested, 0.096% active; in the data active means inhibition above about 40%
GDH-TPI inh = GDH-TPI coupled enzyme inhibition counter-screen; 360,000 tested, 1.2% active; inhibition, % at 4.8 µM; GDH-TPI coupled enzyme counterscreen, NADH absorbance; AID 588335;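 further: 0% = DMSO wells and 100% = wells lacking the enzyme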
PrPC surface inh = reduces human prion protein on the cell surface. P04156. cell surface PrPC, TR-FRET read-out. inhibition, % at 13.8 µM. 370,000 tested, 0.43% active. AID 720596; in the data active means inhibition above about 24%; further: 0% = median of the test wells and 100% = reference compound wells
FBA Mtb inh = Mtb fructose-bisphosphate aldolase inhibition; inhibition, % at 1 µM; AID 588726; P9WQA3; 360,000 tested, 2.3% active; purified M. tuberculosis FBA, fluorescence read-out; in the data active means inhibition above about 27%;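 further: 0% = vehicle and 100% = reference inhibitor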
Target sequence (P9WQA3 whole entry, looked up): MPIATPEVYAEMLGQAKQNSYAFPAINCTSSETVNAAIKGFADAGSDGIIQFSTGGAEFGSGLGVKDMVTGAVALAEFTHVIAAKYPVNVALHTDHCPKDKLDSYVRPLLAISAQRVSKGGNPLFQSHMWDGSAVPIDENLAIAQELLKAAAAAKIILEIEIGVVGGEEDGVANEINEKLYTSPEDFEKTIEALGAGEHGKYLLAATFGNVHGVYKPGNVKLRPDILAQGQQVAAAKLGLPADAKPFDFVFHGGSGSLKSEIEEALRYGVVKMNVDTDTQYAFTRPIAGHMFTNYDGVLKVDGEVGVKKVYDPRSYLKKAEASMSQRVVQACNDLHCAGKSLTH
UGM FP inh = Mtb UDP-galactopyranose mutase inhibition; P9WIQ1; inhibition, % at 10 µM; purified UGM, fluorescence polarization probe displacement; AID 504406; 320,000 tested, 0.06% active; in the data active means inhibition above about 10%, passing the limit was not always enough
BoNT A protease = inhibitors of Botulinum neurotoxin A light chain protease. 360,000 tested, 0.17% active. inhibition, % at 10 µM. multiplex microsphere protease substrate cleavage, flow cytometry. AID 588499; in the data active means inhibition above about 30%; further: plate controls were buffer without enzyme for full effect and enzyme alone for no effect
BoNT F protease = blocks Botulinum neurotoxin F light chain protease; Multiplex microsphere protease cleavage assay, flow cytometry; inhibition, % at 10 µM; 360,000 tested, 0.22% active; in the data active means inhibition above about 35%, passing the limit was not always enough; further: plate controls were buffer without enzyme for full effect and enzyme alone for no effect
FadD28 FP inh = blocks FadD28 binding to the bisubstrate probe | 360,000 tested, 0.22% active | AID 588549 | fluorescence polarization | inhibition, % at 12.5 µM; in the data active means inhibition above about 8.5%, passing the limit was not always enough
Active calls of the source: *; nt = not tested or not shown. Unless noted, no stated cut-off is given here; in the data, active means inhibition above about 30%; inactive means the rest. The order is random; 4.8% or so of the library scored in one or more.

no. | Compound | Mtb BioA inh | PrPC surface inh | BoNT A protease | FBA Mtb inh | GDH-TPI inh
1 | COc1ccc(-c2nc(CS(=O)CC(=O)NCc3ccc(F)cc3)c(C)o2)cc1 (configuration not stated) | nt | 2 | -0.3 | 3 | 4
2 | C=CCn1c(SCC(=O)Nc2ccc(Br)cc2)nc(O)c(CC)c1=O | -0.2 | -3 | -2.6 | 8 | 13
3 | COc1ccc2sc(SCCCS(=O)(=O)O)[n+](CCCS(=O)(=O)[O-])c2c1 | -0.2 | -3 | 2.0 | 3 | 7
4 | O=C(CN1C(=O)NC(CCc2ccccc2)C1=O)N1CCCCCC1 (configuration not stated) | 2.3 | -4 | -0.3 | 1 | -7
5 | C=C(C)C1Cc2c(C)nn(-c3ccccn3)c2C1 (configuration not stated) | -1.6 | 2 | -0.7 | 2 | 4
6 | CC(C)CC(=O)N1CCN(C(=O)c2cccc(F)c2)CC1 | -2.0 | 0 | -1.5 | 5 | 0
7 | O=C(COC(=O)c1cnccn1)Nc1cc(S(=O)(=O)N2CCOCC2)ccc1Cl | -0.4 | 2 | -0.7 | 1 | -5
8 | O=C(C[n+]1cccc(/C=N/O)c1)N1CCCCCC1 | nt | -3 | -0.4 | 0 | -5
9 | CN(C)c1ncnc2c1ncn2[C@H]1CN(Cc2cccs2)C[C@@H](CO)O1 | -0.6 | 4 | 0.0 | -2 | 0
10 | N=C1C(c2ccccc2)=C(O)CN1c1cccc(S(N)(=O)=O)c1 | -0.2 | -4 | 0.2 | 0 | 4
11 | COc1ccccc1CNc1nc(Nc2ccccc2Cl)c2sccc2n1 | -0.4 | 17 | 0.1 | 0 | 11
12 | CCOC(=O)c1coc(C(=O)OCC)c1C(=O)OCC | -1.0 | -2 | -0.6 | -1 | 3

no. | CCHF vOTU inh | BoNT F protease | FadD28 FP inh | UGM FP inh
1 | -4 | -1 | -1.0 | -1.2
2 | 11 | -5 | 0.3 | 4.9
3 | -1 | 18 | -1.9 | 2.8
4 | -10 | 0 | -4.3 | -1.3
5 | 7 | -1 | 0.7 | -0.2
6 | 8 | -23 | -3.8 | 1.1
7 | 8 | 1 | nt | -0.5
8 | -10 | -2 | -3.3 | -2.5
9 | 1 | 6 | -2.5 | nt
10 | -7 | 3 | -0.1 | -1.9
11 | 8 | 0 | -4.7 | nt
12 | -3 | -3 | -2.0 | nt

Eleven of these compounds, reformatted:
#	SMILES	Mtb BioA inh	PrPC surface inh	BoNT A protease	FBA Mtb inh	GDH-TPI inh	CCHF vOTU inh	BoNT F protease	FadD28 FP inh	UGM FP inh
1	COc1ccc(-c2nc(CS(=O)CC(=O)NCc3ccc(F)cc3)c(C)o2)cc1 (configuration not stated)	nt	2	-0.3	3	4	-4	-1	-1.0	-1.2
2	C=CCn1c(SCC(=O)Nc2ccc(Br)cc2)nc(O)c(CC)c1=O	-0.2	-3	-2.6	8	13	11	-5	0.3	4.9
3	COc1ccc2sc(SCCCS(=O)(=O)O)[n+](CCCS(=O)(=O)[O-])c2c1	-0.2	-3	2.0	3	7	-1	18	-1.9	2.8
4	O=C(CN1C(=O)NC(CCc2ccccc2)C1=O)N1CCCCCC1 (configuration not stated)	2.3	-4	-0.3	1	-7	-10	0	-4.3	-1.3
5	C=C(C)C1Cc2c(C)nn(-c3ccccn3)c2C1 (configuration not stated)	-1.6	2	-0.7	2	4	7	-1	0.7	-0.2
6	CC(C)CC(=O)N1CCN(C(=O)c2cccc(F)c2)CC1	-2.0	0	-1.5	5	0	8	-23	-3.8	1.1
7	O=C(COC(=O)c1cnccn1)Nc1cc(S(=O)(=O)N2CCOCC2)ccc1Cl	-0.4	2	-0.7	1	-5	8	1	nt	-0.5
8	O=C(C[n+]1cccc(/C=N/O)c1)N1CCCCCC1	nt	-3	-0.4	0	-5	-10	-2	-3.3	-2.5
9	CN(C)c1ncnc2c1ncn2[C@H]1CN(Cc2cccs2)C[C@@H](CO)O1	-0.6	4	0.0	-2	0	1	6	-2.5	nt
10	N=C1C(c2ccccc2)=C(O)CN1c1cccc(S(N)(=O)=O)c1	-0.2	-4	0.2	0	4	-7	3	-0.1	-1.9
11	COc1ccccc1CNc1nc(Nc2ccccc2Cl)c2sccc2n1	-0.4	17	0.1	0	11	8	0	-4.7	nt

(more compounds)
no. | Compound | Mtb BioA inh | PrPC surface inh | BoNT A protease | FBA Mtb inh | GDH-TPI inh
13 | COc1cccc(NC(=O)COc2ccccc2C(N)=O)c1 | 0.4 | 2 | -0.5 | 1 | 3
14 | CCOC(=O)C1=CC(=O)CC(C)(C)O1 | -1.5 | -4 | -0.1 | 0 | -8
15 | Cc1ccc(NC(=O)c2nc[nH]c2C(=O)N2CCOCC2)c(C(=O)c2ccccc2)c1 | 1.9 | 8 | -1.9 | 5 | 9
16 | COc1ccccc1N1CCN(C2CCCN(C(=O)c3csc(C)n3)C2)CC1 (configuration not stated) | -1.1 | 5 | -1.3 | 4 | 0
17 | COC(=O)C1=C(C(=O)OC)C(c2cc(Br)ccc2O)c2sc(=O)[nH]c2S1 (configuration not stated) | nt | 4 | -0.4 | -1 | 4
18 | CNC(=S)NNS(=O)(=O)c1ccc(OC)cc1OC | -1.6 | -4 | 0.6 | 2 | 4
19 | Cc1ccc(S(=O)(=O)NCC(c2ccccc2)N2CCCCC2)cc1 (configuration not stated) | -0.1 | 1 | 0.1 | -2 | 4
20 | CCCOc1nc2ccccc2cc1/C=C/C(=O)O | -1.6 | -9 | 0.7 | 15 | -3
21 | O=C(NCc1ccco1)c1ccc(NC(=O)C2COc3ccccc3O2)cc1 (configuration not stated) | 1.5 | 3 | -0.2 | 4 | -3
22 | CCCCC1CCC(C(=O)Nc2ccccc2N2CCOCC2)CC1 (configuration not stated) | 0.6 | 2 | -1.3 | -3 | -7
23 | Cc1ccc(NC(=O)COC(=O)/C=C/c2cccs2)cc1 | nt | 3 | -0.7 | 0 | 14
24 | CC(C)(C)c1csc(NC(=O)C2COc3ccccc3O2)n1 (configuration not stated) | -1.1 | 14 | 0.1 | -4 | 4
25 | COc1ccc(Cl)cc1NC(=O)CCN1C(=O)NC(C)(C)C1=O | -3.0 | 6 | -0.7 | -2 | 1
26 | CC(C)c1nc(SCC(=O)N2CC(=O)Nc3ccccc32)c2ccccc2n1 | -3.2 | 80* | 0.1 | -3 | 0
27 | N#Cc1c(C(F)(F)F)cc(-c2ccco2)nc1SCc1ccncc1 | 0.7 | 0 | 4.8 | 29* | 0

no. | CCHF vOTU inh | BoNT F protease | FadD28 FP inh | UGM FP inh
13 | 19 | 0 | -3.3 | 0.5
14 | 5 | 2 | -1.4 | nt
15 | 16 | -10 | -2.8 | -0.5
16 | 19 | 3 | 0.0 | -0.4
17 | 13 | -3 | 3.6 | 0.3
18 | -3 | 2 | -0.6 | -3.0
19 | -1 | -2 | 0.0 | 0.4
20 | -1 | -8 | -3.8 | -1.7
21 | 2 | 3 | -4.9 | -1.0
22 | 12 | -18 | -2.9 | nt
23 | -3 | -5 | 0.7 | 1.4
24 | -4 | 5 | -3.0 | -0.8
25 | -8 | -12 | -2.8 | nt
26 | 4 | -5 | -3.1 | 1.1
27 | -15 | 4 | -4.0 | 1.6
